# phage Ecoli inh: E. coli growth loss with phage present; growth absorbance; inhibition, % at 11.9 µM; 360,000 tested, 0.26% active; in the data active means inhibition above about 11%
# HTR5A inv ctr: counter-screen for OPRM1-OPRD1 inverse agonists: human HTR5A inverse agonism | P47898 | HTR5A cell line, luminescence | inhibition, % at 9.3 µM | 340,000 tested, 0.083% active | AID 504634; in the data active means inhibition mostly above about 23%, no sharp cut-off; inactive means mostly below about 18%;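 further: 0% = cells with DMSO and 100% = no-cell wells with DMSO; some compounds called inactive have numbers as strong as hits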
# AddAB inh: less growth of phage-infected E. coli with AddAB | E. coli expressing H. pylori AddAB, absorbance growth | inhibition, % at 11.9 µM | 330,000 tested, 0.29% active; in the data active means inhibition above about 12%;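 further: 0% = vehicle wells of infected cells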
# OPRM1-OPRD1 ag: agonists of human mu-delta opioid receptor heterodimerization; cells, OPRM1-OPRD1 heterodimerization, luminescence; AID 504326; activation, % at 9.3 µM; 340,000 tested, 0.3% active; P35372+P41143; in the data active means activation above about 18%;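 further: 0% = vehicle-treated cells and 100% = reference agonist; values of inactives mirror those of a sister screen read the other way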
# Target sequence (P35372 whole entry, looked up): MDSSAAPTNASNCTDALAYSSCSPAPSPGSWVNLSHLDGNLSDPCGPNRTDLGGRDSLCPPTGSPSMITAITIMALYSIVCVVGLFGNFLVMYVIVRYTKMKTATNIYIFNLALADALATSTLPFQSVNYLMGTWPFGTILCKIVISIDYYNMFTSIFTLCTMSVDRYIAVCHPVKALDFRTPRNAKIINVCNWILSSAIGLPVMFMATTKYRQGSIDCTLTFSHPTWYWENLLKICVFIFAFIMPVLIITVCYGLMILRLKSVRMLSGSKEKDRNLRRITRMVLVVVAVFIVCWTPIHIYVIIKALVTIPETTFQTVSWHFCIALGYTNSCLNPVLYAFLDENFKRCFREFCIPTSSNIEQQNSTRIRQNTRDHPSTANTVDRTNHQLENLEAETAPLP
# Target sequence (P41143 whole entry, looked up): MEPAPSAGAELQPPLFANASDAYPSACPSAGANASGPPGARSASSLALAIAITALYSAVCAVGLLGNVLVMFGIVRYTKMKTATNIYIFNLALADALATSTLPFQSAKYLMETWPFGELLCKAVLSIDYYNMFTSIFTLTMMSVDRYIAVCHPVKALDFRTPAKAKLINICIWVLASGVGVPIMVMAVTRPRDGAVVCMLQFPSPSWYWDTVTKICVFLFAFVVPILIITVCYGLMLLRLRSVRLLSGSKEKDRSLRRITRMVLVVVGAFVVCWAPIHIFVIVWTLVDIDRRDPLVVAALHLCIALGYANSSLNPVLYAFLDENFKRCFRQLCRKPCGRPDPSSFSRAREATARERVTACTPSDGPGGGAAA
# SUMO Mot1 rescue: SUMOylation pathway inhibition by Mot1-301 growth rescue; S. cerevisiae Mot1-301 growth rescue, ATP luminescence, 38.5C; percent above DMSO median, 100 means doubled; growth rescue, % at 18.8 µM; 320,000 tested, 1% active; AID 2716;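 active means every valid replicate shows activation above 250% relative to neutral control wells; inactive means the rest, any valid replicate at or below 250%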;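 further: OY570 slx delta 5 strain wells were the positive control but not used for scaling; some compounds called inactive have numbers as strong as hits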
# PfHsp90 yeast 2: reduces growth (ATP signal) of yeast expressing P. falciparum Hsp90 | S. cerevisiae expressing PfHsp90, BacTiter-Glo ATP, 48 h; yeast lacking PDR1 and PDR3 efflux regulators | inhibition, % at 9.4 µM | 310,000 tested, 0.32% active | AID 504621;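 active means every replicate shows inhibition above about 80%, whatever the replicate mean, limit read from the data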;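 further: 0% = DMSO neutral controls and 100% = 20 µM radicicol positive controls; yeast relying on Plasmodium falciparum Hsp90 in place of its own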
# PKA-R1A act: activates the PKA-R1A holoenzyme complex; PKA-R1A dissociation, Cy5-IP20 fluorescence polarization; scaled: DMSO 0%, 113 µM cGMP 100%; activation, % at 11.4 µM; 340,000 tested, 0.083% active;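 active means percent activation above the mean of all tested compounds plus 3 SD, cut at about 19% in these data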;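 further: higher means more PKAc released from R1A so a rise in polarization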
# E coli growth: reduces bacterial viability in AddAB counter-screen | E. coli V3065 growth, OD600 absorbance, 18 h | inhibition, % at 11.9 µM | 330,000 tested, 0.27% active | AID 449728;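 active means inhibition above the campaign's mean inhibition across all tested compounds plus 3 SD, cut at about 9.9% in these data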;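 further: uninfected addAB+ strain grown without phage in ampicillin broth; 0% = DMSO wells and 100% = ciprofloxacin 0.95 µg/ml wells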
# DSG3 Ab inh: blocks pemphigus antibody binding to human desmoglein-3 | binding (percent of control), % at 10 µM | AID 588358 | 310,000 tested, 0.48% active | DSG3-coupled beads, scFv-anti-DSG3-GFP binding, flow cytometry; active compounds read low;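 active means binding more than 3 SD below its plate's average and above zero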;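 further: hits lower antibody fragment binding to DSG3; some compounds called inactive have numbers as strong as hits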
# OPRM1-OPRD1 inv: inverse agonists of human mu-delta opioid receptor heterodimerization | cell-based MOR-DOR heterodimer luminescence, inverse agonism | inhibition, % at 9.3 µM | 340,000 tested, 0.21% active | AID 504357; in the data active means inhibition above about 22%, passing the limit was not always enough;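 further: 0% = cells with DMSO and 100% = wells without cells with DMSO; values of inactives mirror those of a sister screen read the other way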
# HTR5A ag: HTR5A agonism, opioid heterodimer counter-screen; P47898; activation, % at 9.3 µM; 340,000 tested, 0.61% active; HTR5A agonist assay, luminescence, cell-based; in the data active means activation mostly above about 9.5%, no sharp cut-off; inactive means mostly below about 7.6%;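 further: 0% = cells with vehicle only and 100% = reference agonist; strong numbers were not always called active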
# Numbers without * were called inactive; . = not tested or not shown.
SMILES,phage Ecoli inh,HTR5A inv ctr,AddAB inh,OPRM1-OPRD1 ag,SUMO Mot1 rescue,PfHsp90 yeast 2,PKA-R1A act,E coli growth,DSG3 Ab inh,OPRM1-OPRD1 inv,HTR5A ag
Cc1cccc(N2C(=O)C(Cl)=C(N3CCOCC3)C2=O)c1,0.8,-28,1.4,-0.8,3,10,-1,1.3,100,4,-1
COCC(=O)Nc1ccc(C(N)=O)cc1,2.8,-14,1.4,0.7,-7,5,-4,0.8,.,-4,10
CCN(CC)c1ccc(/C=N/N2CC(=O)NC2=S)cc1,1.1,-12,2.6,-4.2,5,-37,-6,-0.2,.,17,4
COc1ccc(-c2nn(-c3ccccc3)cc2/C=N/N2C(=O)CSC2=S)cc1,1.8,-26,1.6,6.3,-10,.,-3,0.4,93,-34,-1
COC(=O)c1[nH]c(C)c(/C(O)=C2\C(=O)C(=O)N(CCN3CCOCC3)C2c2cccnc2)c1C (stereo unspecified),-0.9,11,2.3,-2.6,37,-5,4,0.3,108,14,0
Cc1nc(CSc2ccc(Cl)cc2)cc(N2CCOCC2)n1,1.9,-10,2.9,-3.6,-21,2,-4,-0.5,100,15,6
CC1CCCCN1S(=O)(=O)c1cccc(S(=O)(=O)N2CCOCC2)c1 (stereo unspecified),3.4,-14,-0.1,-2.3,-9,-24,-8,1.4,103,12,5
COc1cc2c(C(=O)N3CCN(c4ccccc4)CC3)c(C)oc2cc1Br,2.0,-7,0.4,0.4,-15,16,-14,1.8,106,-2,-3
CCOC(=O)c1cn(CC(=O)Nc2ccc(OC)cc2OC)nn1,4.0,-1,-0.3,-0.7,106,-3,2,-1.4,86,4,1
Oc1ccccc1N1CCN(c2ncccn2)CC1,0.3,-19,0.8,-1.7,15,-11,6,-0.7,99,9,4
CCCOC(=O)CCCC[C@H]1SC[C@@H](NC(=O)OC)[C@H]1NC(=O)OC,0.8,4,1.8,2.3,8,14,-1,-1.6,.,-14,-2
O=C(Nc1cccc(-c2cnc3ccccc3n2)c1)c1ccc(Cl)cc1,-1.8,10,1.8,0.3,-1,-23,-5,1.1,89,-2,-2
COc1ccc(CN2C(=O)[C@@H]3C(c4ccccc4Cl)=NO[C@@H]3C2=O)cc1,3.2,-6,0.1,1.1,-1,47,1,-1.2,104,-6,3
COc1cccc(/C=C(\C#N)C(=O)NC2CCS(=O)(=O)C2)c1 (stereo unspecified),3.1,-4,4.0,-0.8,9,-3,-1,4.3,91,4,-1
O=C(NCC(c1cccs1)N1CCOCC1)C1CCN(S(=O)(=O)c2cc(Cl)ccc2Cl)CC1 (stereo unspecified),1.7,-31,.,3.7,.,-7,-4,.,113,-15,11
CCN(CC(=O)NCc1ccc(Cl)cc1)C(=O)CSCC(=O)Nc1cccc(C)c1,3.7,-18,-0.1,0.6,8,5,-4,0.7,110,-3,7
C(=C\c1ccccn1)/c1cccnc1,2.3,-18,.,-2.0,.,7,-2,.,90,11,5
CC1CCCN(C(=O)CCCNC(=O)c2ccc(Cl)cc2)C1 (stereo unspecified),1.1,10,-1.8,-0.3,7,-5,19,-1.4,106,1,-4
CCCOc1ccc(C(=O)NNC(=O)CCNC(=O)c2ccco2)cc1OC,0.7,-26,1.5,0.6,257,.,4,3.9,104,-3,10
COCCn1c(SCC(=O)Nc2ccc3[nH]c(=O)[nH]c3c2)nc2ccccc21,2.3,-11,1.8,-3.5,-8,6,3,0.9,114,17,3

# Exported as tab-separated lines: entries from further up
Structure	phage Ecoli inh	HTR5A inv ctr	AddAB inh	OPRM1-OPRD1 ag	SUMO Mot1 rescue	PfHsp90 yeast 2	PKA-R1A act	E coli growth	DSG3 Ab inh	OPRM1-OPRD1 inv	HTR5A ag
COc1cccc(/C=C(\C#N)C(=O)NC2CCS(=O)(=O)C2)c1 (stereo unspecified)	3.1	-4	4.0	-0.8	9	-3	-1	4.3	91	4	-1
O=C(NCC(c1cccs1)N1CCOCC1)C1CCN(S(=O)(=O)c2cc(Cl)ccc2Cl)CC1 (stereo unspecified)	1.7	-31	.	3.7	.	-7	-4	.	113	-15	11
CCN(CC(=O)NCc1ccc(Cl)cc1)C(=O)CSCC(=O)Nc1cccc(C)c1	3.7	-18	-0.1	0.6	8	5	-4	0.7	110	-3	7

# The list continues.
SMILES,phage Ecoli inh,HTR5A inv ctr,AddAB inh,OPRM1-OPRD1 ag,SUMO Mot1 rescue,PfHsp90 yeast 2,PKA-R1A act,E coli growth,DSG3 Ab inh,OPRM1-OPRD1 inv,HTR5A ag
Cc1ccccc1CN1CCN(C(=O)c2ccc(S(=O)(=O)NCc3ccco3)cc2)CC1,1.6,-3,-0.3,1.4,13,-22,-5,0.2,99,-7,1
O=S(=O)(Nc1ccc(Br)cc1)c1cccc(NC(=S)NCCN2CCOCC2)c1,0.7,-17,3.3,2.8,-4,11,4,-2.5,121,-22,6
CCOc1ccccc1Oc1coc2cc(OC(=O)c3ccco3)ccc2c1=O,1.3,1,1.0,1.7,-9,-9,-15,0.2,100,-9,-2
Cc1ncsc1C(=O)N1N=C2/C(=C/c3ccc(N4CCOCC4)cc3)CCCC2C1c1ccc(N2CCOCC2)cc1 (stereo unspecified),.,0,0.6,-1.2,-7,-4,4,-2.6,100,7,-4
COc1ccc(OC)c(C(=O)c2coc3ccc(O)cc23)c1,2.8,-11,0.0,-1.4,4,7,-12,-0.9,.,7,-4
CN1CCN(CCOC2Cc3ccccc3Sc3ccc(Cl)cc32)CC1 (stereo unspecified),0.6,-1,1.9,1.2,37,17,3,-1.9,97,-8,0
Cc1cccc(NNC(=S)Nc2c(C)cccc2C)c1,0.7,10,0.6,6.9,-8,-80,7,-0.9,96,-39,-4
NNC(=S)Nc1ccc(OC(F)(F)F)cc1,1.3,14,1.6,-1.4,3,-1,-10,-0.3,.,7,0
CCCNS(=O)(=O)c1ccc(OCC(=O)Nc2ccccc2F)cc1,0.5,-19,1.2,-1.5,-17,.,-15,-0.6,.,8,-1
COc1ccc(Br)c(C(=O)N2CCN(S(=O)(=O)/C=C/c3ccccc3)CC2)c1,1.7,31,4.8,-3.1,3,10,-11,-0.2,82,14,3
O=C(Nc1ccc(N2CCOCC2)cc1N1CCOCC1)c1ccc([N+](=O)[O-])cc1Cl,1.2,-7,1.1,2.9,1,21,-13,0.0,.,-16,1
COc1ccccc1/C=C/C=N/n1c(-c2cc(-c3ccccc3)n[nH]2)n[nH]c1=S,0.8,9,1.3,2.4,0,1,4,1.4,105,-12,1
O=C(c1cc(-c2ccccc2)on1)N1CCCc2ccccc21,-0.4,-5,2.5,-1.3,-8,-6,2,-4.2,85,8,5
c1ccc2c(c1)CC/C2=N/Nc1nc2ccccc2[nH]1,-2.4,-32,3.5,6.5,-13,0,-9,-0.3,.,-31,12*
CCS(=O)(=O)N1CCN(C(C)CCc2ccccc2)CC1 (stereo unspecified),0.6,-3,2.1,1.1,.,1,-6,-2.0,98,-6,-5
CCCc1nc(SCc2ccccn2)c2c(=O)n(C)c(=O)n(C)c2n1,1.9,-10,1.3,0.2,-5,-1,-7,-0.6,101,-1,8
COCc1nc2oc3ccccc3c(=O)c2cc1C(=O)OC,0.7,2,-2.5,0.2,-19,-7,12,-0.5,101,-1,-1
Cc1nnc(NC(=O)c2ccc(S(=O)(=O)N3CCc4ccccc4C3)cc2)o1,2.9,14,1.1,1.2,-14,14,0,-2.3,109,-8,8
CCOC(=O)c1cc(-c2ccccc2)n(CC(=O)Nc2ccc(OC)c(OC)c2)c1C,2.4,-20,-0.3,-2.1,-3,-9,-9,0.7,100,11,6
COc1ccc(CSCC(=O)N/N=C/c2ccccc2OCc2ccccc2)cc1,1.0,-58,-1.3,0.8,12,2,-3,1.1,98,-5,22*
CCc1ccc(CN(C)C(=O)c2ccc3c(c2)OCCO3)cc1,-0.2,11,2.2,-2.4,13,-26,4,2.4,104,12,-3
COc1ccc(Cl)cc1NC(=O)NC(C)c1ccncc1 (stereo unspecified),2.2,-17,1.8,-3.2,-19,.,-10,0.8,112,15,4
NC(=O)CC(NC(=S)NCc1ccccc1)C(=O)O (stereo unspecified),3.6,-5,2.1,-2.8,583*,18,-11,0.0,.,17,-4
OCCN1CCN(C(=S)NC2CCCC2)CC1,1.6,18,1.0,1.6,-1,-17,-4,-1.4,108,-12,0
Cc1cccc2sc(NC(=O)Cn3cccc3)nc12,2.2,-4,-0.1,3.2,46,-26,3,-2.1,105,-17,2
O=C(CCCN1C(=O)c2cccc3cccc(c23)C1=O)N1CCN(c2ccccn2)CC1,3.0,34,4.2,-0.4,-15,5,0,2.4,112,2,10
O=C(OCC(=O)N1CCN(c2ccccc2)CC1)C1=COCCO1,2.7,9,-0.6,-0.2,-28,.,7,-0.2,.,1,1
Cn1cnc2cc(NCc3ccccc3Cl)ccc21,2.5,-18,1.5,-0.8,8,-5,-4,1.2,104,4,5
O=C(NCc1ccc2c(c1)OCO2)c1cc(F)c(F)cc1Cl,-1.4,-3,1.6,-1.6,-26,-10,5,-1.9,114,8,1
Cc1ccc2nc(-c3cccc(Br)c3)cc(C(=O)NC3=NCCS3)c2c1,0.1,-5,-2.5,-0.8,88,-11,-1,-0.4,.,3,2

# Ordered by molar mass (largest number first): part of the list above
SMILES,phage Ecoli inh,HTR5A inv ctr,AddAB inh,OPRM1-OPRD1 ag,SUMO Mot1 rescue,PfHsp90 yeast 2,PKA-R1A act,E coli growth,DSG3 Ab inh,OPRM1-OPRD1 inv,HTR5A ag
O=S(=O)(Nc1ccc(Br)cc1)c1cccc(NC(=S)NCCN2CCOCC2)c1,0.7,-17,3.3,2.8,-4,11,4,-2.5,121,-22,6
COc1ccccc1/C=C/C=N/n1c(-c2cc(-c3ccccc3)n[nH]2)n[nH]c1=S,0.8,9,1.3,2.4,0,1,4,1.4,105,-12,1
Cc1nnc(NC(=O)c2ccc(S(=O)(=O)N3CCc4ccccc4C3)cc2)o1,2.9,14,1.1,1.2,-14,14,0,-2.3,109,-8,8
COc1ccc(CN2C(=O)[C@@H]3C(c4ccccc4Cl)=NO[C@@H]3C2=O)cc1,3.2,-6,0.1,1.1,-1,47,1,-1.2,104,-6,3
CCN(CC)c1ccc(/C=N/N2CC(=O)NC2=S)cc1,1.1,-12,2.6,-4.2,5,-37,-6,-0.2,.,17,4
Cc1cccc(NNC(=S)Nc2c(C)cccc2C)c1,0.7,10,0.6,6.9,-8,-80,7,-0.9,96,-39,-4
Oc1ccccc1N1CCN(c2ncccn2)CC1,0.3,-19,0.8,-1.7,15,-11,6,-0.7,99,9,4
